Compound activity: PubChem, National Center for Advancing Translational Sciences (NCATS)
DT40 TDP1 no CPT: qHTS for Inhibitors of human tyrosyl-DNA phosphodiesterase 1 (TDP1): qHTS in cells in absence of CPT. DT40 Tdp1-/- hTDP1 cells, no CPT, ATP luminescence, 48 h. 15% of 420,000 active. Potency, µM (highest dose often 46.2 µM), inactives show at the highest dose activity change, negative = growth inhibition, most hits filed as inhibitors. AID 686978, 2013; note: nearly all actives have a fitted effect of over 55% in size
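DT40 Tdp1-/-;hTDP1 cells, no CPT (DMSO vehicle only), 400 cells/well; compounds pin-transferred; ≥48 hr, 37 °C; CellTiter-Glo 30 min RT dark, luminescence read.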
KAT2A inh: GCN5L2 (KAT2A) acetyltransferase inhibition; GCN5L2 HAT assay, ThioGlo1 CoA-SH fluorescence; Potency, µM (top dose mostly 58.9 µM), for the others: top-dose activity change, negative = inhibition, usual class: inhibitors; 0.21% of 390,000 active
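Free CoA generated was detected with ThioGlo1 (50uM) fluorescence at Ex340nm/Em540nm, read immediately and after 20 min at room temperature. Enzyme, 20 nM in HEPES pH 7.5 buffer, saw compounds 15 min before adding 75uM H3(1-25) peptide and 70uM acetyl-CoA.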
TDP1 inh: TDP1 (human) enzyme inhibition. Q9NUW8. recombinant TDP1, AlphaScreen DNA substrate cleavage. Potency, µM (highest dose often 130 µM), for inactives: at the highest dose activity change, negative = inhibition, hits mostly inhibitors. 0.28% of 350,000 active. AID 485290; note: nearly all actives have a fitted effect of over 40% in size
Target sequence (Q9NUW8 whole entry, looked up): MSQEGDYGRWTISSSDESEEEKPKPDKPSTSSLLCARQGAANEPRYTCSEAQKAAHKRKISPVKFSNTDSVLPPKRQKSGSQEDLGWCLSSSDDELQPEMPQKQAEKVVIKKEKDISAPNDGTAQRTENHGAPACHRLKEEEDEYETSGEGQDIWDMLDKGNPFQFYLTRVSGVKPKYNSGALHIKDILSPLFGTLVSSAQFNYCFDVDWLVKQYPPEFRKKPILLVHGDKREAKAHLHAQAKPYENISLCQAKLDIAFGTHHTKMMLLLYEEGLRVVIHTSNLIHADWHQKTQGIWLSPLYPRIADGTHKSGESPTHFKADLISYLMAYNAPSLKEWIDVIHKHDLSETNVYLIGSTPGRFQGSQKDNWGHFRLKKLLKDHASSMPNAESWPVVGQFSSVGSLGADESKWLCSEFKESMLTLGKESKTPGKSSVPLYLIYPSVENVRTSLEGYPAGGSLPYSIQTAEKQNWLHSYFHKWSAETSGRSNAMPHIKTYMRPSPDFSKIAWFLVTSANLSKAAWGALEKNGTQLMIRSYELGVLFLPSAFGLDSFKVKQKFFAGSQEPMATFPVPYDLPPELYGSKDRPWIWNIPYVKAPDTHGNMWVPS
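AlphaScreen read-out: signal falls as enzyme removes the 3' tyrosine-FITC from a 5'-biotinylated DNA oligo (15 nM, 5 min, RT). Enzyme was E. coli-made recombinant Tdp1 at 1 nM, exposed to compound for 15 min beforehand; beads 10 ug/ml, 10 min.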
An asterisk follows results filed as active; ? = inconclusive; · = not tested or not shown; & = joins results of further samples; [ ] = remark or other dose. Calls come from the whole dose curve; as a rule, active = well fitted curve in the direction sought with a large enough effect; inconclusive = small, poorly fitted or top-dose-only effect, or another doubt; inactive = no such curve, though single readings can be large; an effect the other way counts as inactive or inconclusive. % is set by controls: 0 for no effect and ±100 for the full control effect; potency is the fitted concentration of half-maximal effect. A portion of the library. The share of hits here may be higher or lower than overall.

Results follow in this order: TDP1 inh, KAT2A inh, DT40 TDP1 no CPT
COc1ccc(S(=O)(=O)Nc2ccccc2C(=O)N2CCOCC2)cc1C
    ·, -3%, -10%
CCOc1cc(C(=O)Nc2ccccc2F)cc(Br)c1OCC
    0%, -7%, ?
Cc1cccc(C(=O)Nc2nnc(SCC(=O)NC3CC3)s2)c1
    2%, -2%, 0%
C/C=C/C=[N+](\[O-])C(C)/C(=N/O)c1ccc(F)cc1 (centres undefined)
    0%, -23%, 17%
Cc1cc(S(=O)(=O)N2CCCC2)ccc1OCC(=O)NCc1ccccn1
    7%, -6%, -16%
CCc1cccc2c(C#N)cn(CC(=O)NCCOC)c12
    6%, -11%, -9%
COc1ccc(NC(=O)CC2SC(=N)N(c3ccccc3)C2=O)c(OC)c1 (centres undefined)
    1%, -8%, -20%
C=CCn1c(SCC(=O)NC2CCCCC2)nnc1-c1cccnc1
    3%, 5%, 4%
CNC(=O)c1ccc2c(c1)N(Cc1ccccc1Cl)C(=O)c1ccccc1S2
    6%, 2%, ?
CCN1CCN(S(=O)(=O)c2ccc(Cl)c(C(=O)Nc3ccccc3N3CCCCC3)c2)CC1
    4%, -4%, 26µM*
COC(=O)CC/C(=N/Nc1ccc(Cl)c(Cl)c1)C(=O)OC
    -1%, -2%, 8%
CS(=O)(=O)c1nc(-c2ccc(Br)cc2)n[nH]1
    -5%, -2%, -18%
Cc1ccc(CC(=O)NNC(=O)c2ccncc2)cc1C
    0%, -17%, ?
Cc1cc(C)nc(NS(=O)(=O)c2ccc(NC(=O)C3CC3)cc2)n1
    ·, -6%, -1%
O=C(Cc1ccccc1)NNC(=S)NC(=O)c1cccnc1
    3%, ?, -16%

Compound profiles (already shown). Order of values: TDP1 inh	KAT2A inh	DT40 TDP1 no CPT
Results for Cc1cc(C)nc(NS(=O)(=O)c2ccc(NC(=O)C3CC3)cc2)n1 = ·	-6%	-1%
Results for Cc1cc(S(=O)(=O)N2CCCC2)ccc1OCC(=O)NCc1ccccn1 = 7%	-6%	-16%
Results for CS(=O)(=O)c1nc(-c2ccc(Br)cc2)n[nH]1 = -5%	-2%	-18%
Results for CNC(=O)c1ccc2c(c1)N(Cc1ccccc1Cl)C(=O)c1ccccc1S2 = 6%	2%	?
Results for C/C=C/C=[N+](\[O-])C(C)/C(=N/O)c1ccc(F)cc1 (centres undefined) = 0%	-23%	17%

Random excerpt: six records from the list
Results follow in this order: TDP1 inh, KAT2A inh, DT40 TDP1 no CPT
C/C=C/C=[N+](\[O-])C(C)/C(=N/O)c1ccc(F)cc1 (centres undefined)
    0%, -23%, 17%
O=C(Cc1ccccc1)NNC(=S)NC(=O)c1cccnc1
    3%, ?, -16%
Cc1ccc(CC(=O)NNC(=O)c2ccncc2)cc1C
    0%, -17%, ?
COC(=O)CC/C(=N/Nc1ccc(Cl)c(Cl)c1)C(=O)OC
    -1%, -2%, 8%
COc1ccc(NC(=O)CC2SC(=N)N(c3ccccc3)C2=O)c(OC)c1 (centres undefined)
    1%, -8%, -20%
CCc1cccc2c(C#N)cn(CC(=O)NCCOC)c12
    6%, -11%, -9%

Later entries
Results follow in this order: TDP1 inh, KAT2A inh, DT40 TDP1 no CPT
Cc1ccc(C(=O)NCCSc2snnc2C)cc1
    0%, -8%, ?
Cc1ccc(C(=O)Nc2nc3ccccc3n3nnnc23)cc1
    4%, -3%, -11%
Cc1[nH]nc2nc(SCC(=O)NCC3CCCO3)n(-c3ccc(Br)cc3)c(=N)c12 (centres undefined)
    0%, -7%, ?
NS(=O)(=O)c1cccc(NC(=O)COC(=O)CSCc2ccccc2)c1
    0%, -2%, 0%
COc1ccccc1C(=O)NC(=O)COC(=O)c1ccc([N+](=O)[O-])cc1Cl
    ·, 2%, 16%
CN(C)Cc1nc2c(c(=O)[nH]1)C(C)(C)Cc1ccccc1-2
    -2%, 2%, 11%
Cc1ccc(NC(=O)C(C)c2cccc(C(=O)c3ccccc3)c2)cc1 (centres undefined)
    1%, -15%, ?
OCCc1ccc(-c2ccc(Cl)cc2)o1
    7%, 0%, -6%
COC(=O)c1cc(C)nc2c1c(=O)nc(SCc1ccccc1F)n2C1CC1
    3%, -12%, -18%
Cc1cc(Cl)ccc1OC(C)C(=O)Nc1ccc(C(=O)Nc2ccccc2C(=O)O)cc1 (centres undefined)
    3%, ?, ?
Cc1ccc(N(CC(=O)NC2CCCCC2)C(=O)CNC(=O)c2ccco2)c(C)c1
    1%, -19%, -20%
Cc1ccc(NC(=O)C2CCN(S(=O)(=O)c3ccc4[nH]c(=O)oc4c3)CC2)cc1F
    0%, -6%, ?
O=C(CNC(=O)c1ccc(Cl)cc1Cl)OCc1nc2ccccc2s1
    1%, -1%, ?
Cc1ccc(NC(=O)CSc2nnc(Cn3c(=O)sc4ccccc43)n2C)cc1
    0%, -1%, -19%
CC(=O)c1c(C)n([O-])c2cc(C)ccc2[n+]1=O
    2%, -3%, -15%

Next records follow:
Results follow in this order: TDP1 inh, KAT2A inh, DT40 TDP1 no CPT
Cc1nc2ccc(S(=O)(=O)N(C)CC(=O)N3CCc4ccccc4C3)cc2s1
    6%, -4%, ?
Cn1cc(Cl)c(C(=O)OCC(=O)Nc2ccc(S(N)(=O)=O)cc2)n1
    0%, -6%, -7%
Cc1csc2ncc(C(=O)NC(C)c3ccccc3)c(=O)n12 (centres undefined)
    9%, 1%, ?
O=C(Nc1ccc2nn(-c3ccccc3)nc2c1)c1cc2ccccc2o1
    -3%[12.3 µM], 2%, 15µM*
CCOC(=O)CNC(=O)C1CCC(CNS(=O)(=O)c2cccc3nsnc23)CC1 (centres undefined)
    1%, 0%, -10%
COC(=O)/C(=C1/Oc2cc(C)oc(=O)c2S1)C(F)(F)F
    -2%, -3%, 2.1µM*
CCN(CC(=O)Nc1c(F)cccc1F)C(=O)CNC(=O)C1CCCCC1
    -6%, -1%, -7%
O=C(Nc1ccc(C(=O)N2CCCCC2)cc1)c1ccc(Br)cc1
    4%, 0%, ?
COc1ccc(SCCCn2c(=O)c3c(ncn3C)n(C)c2=O)cc1
    11%, -7%, ?
CCNc1ccc(S(N)(=O)=O)cc1[N+](=O)[O-]
    5%, -8%, -4%
CCOC(=O)c1c(C)[nH]c(C=C2C(=O)CCCC2=O)c1O
    -5%, -3%, -5%
COc1ccc([N+](=O)[O-])cc1NC(=O)CCS(=O)(=O)c1ccc(Br)cc1
    ·, 0%, -17%
Cc1cccc(C)c1Nc1nnc(SCC(=O)Nc2ncc(C(F)(F)F)cc2Cl)s1
    8%, -11%, -38%
CCN(CC)S(=O)(=O)c1ccc(NC(=O)COC(=O)c2ccc(-n3nc(C)cc3C)cc2)cc1
    -7%, 7%, 0%
Cc1cccc(NC(=O)c2cccc(NC3=NC4CS(=O)(=O)CC4S3)c2)c1 (centres undefined)
    ·, -7%, -3%

Continuation.
Results follow in this order: TDP1 inh, KAT2A inh, DT40 TDP1 no CPT
CC(NS(=O)(=O)c1ccc(OCC(=O)N2CCOCC2)c(Cl)c1)c1ccccc1 (centres undefined)
    4%, -20%, ?
O=C1CN(C(=O)OCc2ccccc2)c2ccccc2N1
    0%, -2%, -15%
c1ccc(-n2nnnc2SCc2cn3cccnc3n2)cc1
    0%, 1%, 5%
Cc1ccc2c(c1)c1c3n2CCN(C=O)C3CCC1 (centres undefined)
    ·, -6%, -5%
COC(=O)c1c(NC(=O)c2ccco2)sc2c1C(C(=O)OC)CC2 (centres undefined)
    0%, -4%, ?
O=C(O)c1ccc2c(=O)n3c(nc2c1)/C(=C/c1ccc(OC(F)F)cc1OC(F)F)CC3
    ·, -15%, ?
CCOc1ccc(CCNC(=O)COC(=O)/C=C/c2ccc(C)o2)cc1OCC
    7%, -10%, -12%
COc1ccc(Br)cc1/C=N/Nc1ccc(Cl)c(C(=O)O)c1
    4%, -12%, -11%
CCOc1ccc(S(=O)(=O)NCCC2=CCCCC2)c2ccccc12
    -5%, -11%, ?
COc1ccc(-c2csc(Nc3ccc(S(=O)(=O)Nc4cc(OC)nc(OC)n4)cc3)n2)cc1
    3%, -17%, -3%
O=C(CSc1n[nH]c(-c2ccccc2Cl)n1)NCCc1ccccc1
    5%, -5%, 21µM*
CCOc1ncccc1C(=O)NCc1ccccc1
    -3%, 0%, ·
Cc1ccc(-c2nc(CS(=O)(=O)CC(=O)NC3CC3)c(C)o2)cc1
    4%, -7%, -30%
COC(=O)c1cccc(Cn2nnc3sc4c(c3c2=O)CCC(C(C)(C)C)C4)c1 (centres undefined)
    5%, -13%, 18µM*
O=C(c1ccccc1Br)N1CCCC(c2nc(-c3cccs3)no2)C1 (centres undefined)
    4%, -5%, ?

Continued:
Results follow in this order: TDP1 inh, KAT2A inh, DT40 TDP1 no CPT
Cc1ccc(N2CC(C(=O)Nc3nnc(SCC(=O)NCC4CCCO4)s3)CC2=O)cc1C (centres undefined)
    4%, -23%, -8%
FC(F)(F)c1nnc2ccc(Cl)nn12
    5%, -3%, 11%
CCOC(=O)c1cc(S(=O)(=O)Nc2ccc(C)cc2Cl)[nH]n1
    4%, -10%, -27%
COc1ccc(C2=CN3CCCCC3CC2=O)cc1OC (centres undefined)
    1%, -6%, 8%
O=C(NC1CCN(S(=O)(=O)c2ccc(F)cc2)CC1)c1ccc(F)cc1
    4%, -1%, 5%
CCN(C[C@H]1N[C@@](Cc2ccccc2)(C(=O)OC)[C@H]2C(=O)N(Cc3ccccc3)C(=O)[C@@H]12)C(C)=O
    -1%, -6%, -16%
COc1ccccc1CC(=O)Nc1cc(Cl)ccc1O
    -1%, -11%, -19%
Cc1ccccc1NC(=S)N(Cc1cccnc1)Cc1ccccc1Cl
    4%, -8%, -28%
Cc1[nH]nc(N=Cc2c(O)n(C)c(=O)n(C)c2=O)c1-c1ccccc1
    4%, -11%, -5%
Cc1ccc(Nc2c([N+](=O)[O-])c(=O)n(C)c3ccccc23)cc1C
    4%, 1%, ?
Cc1cc(N2CCOCC2)nc2ccc(NC(=O)CCC(=O)N3CCC(C)CC3)cc12
    1%, -3%, ?
O=C(Nc1ccccn1)c1ccc2c(c1)OCCO2
    5%, 1%, ?
O=C(CNS(=O)(=O)c1c(F)cccc1F)NC1CCCc2ccccc21 (centres undefined)
    1%, 5%, -16%
CC1(C)CC(=O)C=C(NC2CCCC(O)C2)C1 (centres undefined)
    -1%, -1%, -2%
O=C(/C=C/Nc1ccc(F)c(Cl)c1)c1ccco1
    3%, ?, 2%

Next part.
Results follow in this order: TDP1 inh, KAT2A inh, DT40 TDP1 no CPT
Cc1nnc(SCC(=O)Nc2cccc(S(=O)(=O)NC3=NCCCCC3)c2)n1Cc1ccccc1
    2%, -6%, -7%
CC1=NNC(=O)C(CC(=O)Nc2ccc(Cl)c(Cl)c2)C1 (centres undefined)
    -1%, -3%, -27%
Cn1c2ccc(F)cc2c2nnc(SCCN3CCCCC3)nc21
    5%, 1%&-4%, 16µM*
O=C(Cc1cccs1)Nc1nnc(-c2ccncc2)s1
    0%, -7%, -16%
O=C(c1cc2c(s1)-c1ccccc1OC2)N1CCc2ccccc2C1
    5%, -8%, -7%
COCCCn1c(SC(C)C(=O)NC2CC2)nc2ccccc2c1=O (centres undefined)
    ·, -7%, -5%
COc1ccc(NC(=O)Cn2c(=O)n(-c3ccc(C)cc3)c(=O)c3c2c2cc(C)ccc2n3C)cc1
    3%, 0%, ?
COc1ccccc1CN1C(=O)C(=O)c2cccc(C)c21
    0%, -8%, 6.5µM*
COc1ccccc1NC(=O)Cc1c(C(=O)O)[nH]c2ccc(Cl)cc12
    1%, ?, -4%
Cc1ccc(NC(=O)c2c(C)nn(-c3ccccc3)c2-n2cccc2)c(Cl)c1
    -5%, 0%, -11%
CCOC(=O)Cc1csc(NC(=O)CSc2ccc(Br)cc2)n1
    -3%, -3%, 16µM*
Cc1ccc(C2CC2c2n[nH]c(=S)n2-c2ccc(C)cc2)cc1 (centres undefined)
    6%, -1%, ?
COc1ccc(/C=C/C(=O)N2CCC(c3nc4ccccc4o3)CC2)cc1OC
    5%, -6%, 16µM*
CC(C)(C)c1ccc(CN(Cc2ccco2)Cc2nnnn2C2CCCC2)cc1
    3%, -16%, 15µM*
CCn1c(SCCC(C)C)nnc1-c1c[nH]c2ccccc12
    4%, -7%, ?
COc1cc(OC)cc(C(=O)NNC(=O)c2ccccn2)c1
    7%, 1%, 6.5µM*
COc1ccc(/C=C/C(=O)Nc2ccc(Cl)c(Cl)c2)cc1
    0%[12.3 µM], -10%, ?
